# MCF10A rereplic – inducers of DNA re-replication in MCF 10A breast cells. MCF 10A DNA re-replication, Hoechst nuclear intensity, 48 h. Potency, µM (highest dose often 46.1 µM), for inactives: at the top dose activity, positive = re-replication, hits mostly activators. 2.9% of 350,000 active; further: potency means the concentration at half of the fitted maximal effect; % of control where 0% means no effect; nearly all actives have a fitted effect of over 50% in size
# ATXN viability – viability counter-screen for ATXN expression inhibitors; S2 cells (HEK-293 line with an ATXN2-luciferase reporter) viability, CellTiter-Fluor protease fluorescence, 24 h; Potency, µM (doses to about 56.7 µM), actives largely listed as cytotoxic; 0.49% of 400,000 active; further: potency means the concentration at half of the fitted maximal effect; nearly all actives have a fitted effect of over 40% in size
# A549 tox – counter-screen for Nrf2 inhibitors: cytotoxicity in A549 cells | A549 ARE-Fluc cells, CellTiter-Fluor viability, 18-24 h | Potency, µM (top dose mostly 46 µM), without a hit: at the top dose activity change, negative = cytotoxicity, most hits filed as inhibitors | 0.16% of 390,000 active; further: potency means the concentration at half of the fitted maximal effect; on the % scale 0 is the no-effect control and ±100 the full control effect
#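 Cytotoxicity counterscreen: CellTiter-Fluor fluorescence was measured in A549 ARE_Fluc cells after 18-24 h of compound exposure in a concentration series. The subsequent BugLite luminescent read reports ARE-luciferase activity.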
# ATXN2 expr inh – reduces ATXN2 reporter expression in HEK-293 cells; HEK-293 ATXN2-luciferase reporter, luminescence, 24 h; Potency, µM (highest dose often 57 µM), without a hit: top-dose activity change, negative = inhibition, actives largely listed as inhibitors; 0.72% of 360,000 active; further: potency means the concentration at half of the fitted maximal effect; on the % scale 0 is the no-effect control and ±100 the full control effect; nearly all actives have a fitted effect of over 55% in size
#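 qHTS (up to 57 uM final) was run with 24 h compound exposure of reporter cells at 37 °C. Each well was multiplexed: SteadyGlo luminescence measured ATXN2-luciferase expression after a fluorogenic Gly-Phe-AFC viability readout (25 uM final).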
# Nrf2 block – inhibitors of Nrf2 signaling; A549 ARE-Fluc reporter, luciferase luminescence, 18-24 h; Potency, µM (doses to about 46 µM), without a hit: top-dose activity change, negative = inhibition, hits mostly inhibitors; 2.1% of 360,000 active; AID 504444; further: potency means the concentration at half of the fitted maximal effect; on the % scale 0 is the no-effect control and ±100 the full control effect; nearly all actives have a fitted effect of over 60% in size
#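 Concentration-response testing used A549 ARE_Fluc cells at 5000 cells/well. Following an 18-24 h compound incubation, viability was read by fluorescence (Ex 405/Em 525) and luciferase output by luminescence.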
# Nrf2 ARE act – Nrf2 pathway activation | 0.31% of 410,000 active | AID 624171 | AREc32 ARE-luciferase reporter (MCF7-derived line), luminescence, 24 h | Potency, µM (series often up to 46.1 µM), for the others: at the top dose activation, hits mostly activators; further: potency means the concentration at half of the fitted maximal effect; % of control where 0% means no effect; nearly all actives have a fitted effect of over 65% in size
#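 Quantitative high-throughput format: AREc32 reporter cells, 1000 per well, received compound by pin transfer and were incubated 24 hr at 37 deg C, 5% CO2, before Steady-Glo luminescence detection.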
# TGFb SMAD3 inh – inhibitors of TGF-b signaling; AID 588855; Potency, µM (highest dose often 46.1 µM), for inactives: at the top dose activity, negative = inhibition, usual class: inhibitors; HepG2 CAGA-GFP TGF-b/SMAD3 reporter, GFP fluorescence, 18 h; TGF-beta stimulated, 500 pg/mL final; 1.2% of 410,000 active; further: potency means the concentration at half of the fitted maximal effect; on the % scale 0 is the no-effect control and ±100 the full control effect; nearly all actives have a fitted effect of over 65% in size
#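 Read-out: total well GFP (ex488/em500-530) summed from mean per-cell fluorescence. Cells: HEPG2 CAGA-GFP, 1% FBS DMEM, 18 h at 37 degrees C with 500 pg/mL final TGF-beta. Unstimulated wells served as the full-inhibition control; stimulated DMSO wells = 0%.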
# HepG2 tox – kills HepG2 cells in TGF-b inhibitor counter-screen; Potency, µM (highest dose often 46.1 µM), without a hit: at the top dose activity change, negative = cytotoxicity, hits mostly cytotoxic; AID 588856; HepG2 CAGA-GFP viability, ATP luminescence, 18 h; 0.76% of 410,000 active; further: potency means the concentration at half of the fitted maximal effect; some results filed as inactive show a strong effect at the top dose
#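 CellTiter-Glo luminescence gave cytotoxicity after 18 hours at 37 degrees C. The cells were HepG2 CAGA-GFP in 1% FBS DMEM, stimulated with 500 pg/mL TGF-beta after compound addition. %Activity was normalised to no-cell wells (complete cell-killing) and DMSO (no toxicity), and curves were fitted and classified.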
# IL-1B inflam inh – inflammasome signaling inhibition, IL-1 beta readout; THP-1 LPS/ATP IL-1B secretion, AlphaLISA, 16 h; active compounds read low; activity change, % at 57.5 µM; 4.7% of 360,000 active; AID 743279; in the data active means activity change below about -50%; inconclusive means mostly about -30% to -49%; further: on the % scale 0 is the no-effect control and ±100 the full control effect
#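 THP-1 cells pretreated 1 hr with compounds (up to 57.5 uM final), then stimulated with LPS (250 ng/mL final) plus ATP (1.25 mM final); secreted IL-1B measured by AlphaLISA after 16 hr, decreased signal indicating inhibition.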
# An asterisk follows results filed as active; i = inactive; ? = inconclusive; / = not tested or not shown; & = joins results of further samples; [ ] = remark or other dose. Unless noted, the call rests on the fitted dose curve; in most records, active means well fitted curve in the direction sought with a large enough effect; inconclusive means small, poorly fitted or top-dose-only effect, or another doubt; inactive means no such curve, though single readings can be large; an effect the other way counts as inactive or inconclusive. No enrichment for hits; any-hit rate near 8.8%.
SMILES,MCF10A rereplic,ATXN viability,A549 tox,ATXN2 expr inh,Nrf2 block,Nrf2 ARE act,TGFb SMAD3 inh,HepG2 tox,IL-1B inflam inh
Cc1ccc(CC(NC(=O)c2ccc(C)cc2)C(=O)O)cc1 (stereo unspecified),22%,i,7%,10%,-33%,-0.5%,5%,-18%,17
O=C(CSc1n[nH]c(=O)[nH]c1=O)Nc1c(Cl)cc(Cl)cc1Cl,21%,i,-2%,-7%,6%,-0.6%,-4%,-3%,2
C=C/C(C)=C/C[C@H]1C(=C)CCC2[C@](C)(C(=O)O)CCC[C@@]21C (stereo partly specified),-6%,i,2%,2%,2%,-0.3%,45%,5%,-3
CCCCc1c(O)nc(SCCN(C)C)n(-c2ccccc2)c1=O,0%,i,-3%,-1%,6%,-0.2%,0%,-3%,-3
CC(C)(C)c1nnc(NC(=O)c2cc(-c3ccccc3)nc3ccccc23)s1,20%,i,-14%,-5%,?,-0.3%,4%,-10%,-15
COc1ccccc1S(=O)(=O)Cc1ccc(C(=O)NCc2cccs2)o1,3%,i,1%,-4%,-10%,-0.8%,0%,0%,-19
CC(O)c1n(C)c(Cl)c[n+]1C (stereo unspecified),0%,?,-3%,-7%,4%,-1.0%,2%,-20%,-1
CCOC(=O)c1cc(NC(=O)C2CCCO2)cc(C(=O)OCC)c1 (stereo unspecified),1%,i,2%,11%,-15%,0.3%,-27%,2%,0
CN(CCOc1ccccc1)C(=S)Nc1ccc(OC(F)F)cc1,8%,i,1%,1%,-8%,1.0%,?,-4%,-58*
CC(C)(C)[C@@H]1COC(=O)[C@H](Cc2ccc(F)cc2)CC/C=C\C[C@H](CC(=O)N(CCO)Cc2ccccc2)C(=O)N1,16%,?,-16%,?,-24%,-0.4%,?,-3%,?

# Random excerpt: six entries already listed
SMILES,MCF10A rereplic,ATXN viability,A549 tox,ATXN2 expr inh,Nrf2 block,Nrf2 ARE act,TGFb SMAD3 inh,HepG2 tox,IL-1B inflam inh
CC(C)(C)c1nnc(NC(=O)c2cc(-c3ccccc3)nc3ccccc23)s1,20%,i,-14%,-5%,?,-0.3%,4%,-10%,-15
CCCCc1c(O)nc(SCCN(C)C)n(-c2ccccc2)c1=O,0%,i,-3%,-1%,6%,-0.2%,0%,-3%,-3
CCOC(=O)c1cc(NC(=O)C2CCCO2)cc(C(=O)OCC)c1 (stereo unspecified),1%,i,2%,11%,-15%,0.3%,-27%,2%,0
O=C(CSc1n[nH]c(=O)[nH]c1=O)Nc1c(Cl)cc(Cl)cc1Cl,21%,i,-2%,-7%,6%,-0.6%,-4%,-3%,2
Cc1ccc(CC(NC(=O)c2ccc(C)cc2)C(=O)O)cc1 (stereo unspecified),22%,i,7%,10%,-33%,-0.5%,5%,-18%,17
CN(CCOc1ccccc1)C(=S)Nc1ccc(OC(F)F)cc1,8%,i,1%,1%,-8%,1.0%,?,-4%,-58*

# Going on with the list:
SMILES,MCF10A rereplic,ATXN viability,A549 tox,ATXN2 expr inh,Nrf2 block,Nrf2 ARE act,TGFb SMAD3 inh,HepG2 tox,IL-1B inflam inh
Cc1cccc(OCC(=O)N2CCN(C(=O)c3ccco3)CC2)c1,1%,i,-4%,3%,4%,-0.2%,-3%,4%,-8
C#Cc1ccc([C@@H]2C=C(C(=O)OCC=C)O[C@H](OCC)[C@H]2CCCO)cc1,?,i,3%,-14%,4%,0.6%,-3%,-35%,-18
COc1ccc(S(=O)(=O)N2CCOCC2)cc1NC(=O)Cc1ccccc1Cl,-8%,i,3%,5%,0%,-0.1%,26%,16%,20
CN1CCCC(OC(=O)CCCC(=O)OC2CCCN(C)C2)C1 (stereo unspecified),1%,?,-10%,1%,1%,0.1%,13%,-29%,4
O=C(O)CC1c2ccccc2CCN1S(=O)(=O)c1ccc(F)cc1 (stereo unspecified),-2%,i,0%,-5%,0%,-0.8%,-16%,-23%,18
Cc1ccc(C)c2c1N(Cc1ccccc1)C(=O)C21OCCO1,-1%,i,-2%,/,-2%,1.9%,2%,2%,29
CCCNC(=O)NC(=O)CN1C(=O)NC(C)(c2ccc(C)cc2)C1=O (stereo unspecified),-5%,i,-8%,1%,/,-0.8%,-4%,3%,-19
CCOc1ccccc1NC(=O)CSc1cn[nH]n1,16µM*,i,-2%,8%,4%,2.7%,1%,5%,-91*
COC(=O)c1c(C)[nH]c(/C=N/Nc2ccccc2)c1C,30%,i,1%,33%,13%,8.3%,-25%,-12%,/
Cc1cn(C2CC3OCC(NC(=O)C4CCCN4C(=O)OC(C)(C)C)C3O2)c(=O)[nH]c1=O (stereo unspecified),/,/,-3%,/,?,/,-8%,7%,/
Cc1ccc2ncnc(Nc3ccccc3)c2c1,?,i,0%,25%,-5%,3.5%,-8%,4%,-3
CCC(=O)N1c2ccc(S(=O)(=O)N3CCCCC3)cc2CC1C (stereo unspecified),1%,i,9%,-2%,3%,-1.0%,2%,-1%,31
COc1ccc(N(CC(=O)N2CCc3ccccc3C2)S(=O)(=O)c2ccccc2)cc1,-52%[inhibitor],i,4%&-1%,-17%&-1%,-15%&-15%,-0.2%&1.0%,0%&-18%,-17%&0%,?
CC(C)CC(=O)Nc1ccc(C(=O)OCc2cc(=O)n3nc(C(C)C)sc3n2)cc1,/,/,1%,/,/,2.0%,8%,1%,/
CCc1cc2c(=O)n(N)c(CCC(=O)O)nc2s1,-3%,i,2%,5%,1%,0.3%,2%,1%,-9
COc1ccc(-n2c(C)nc3c(cnn3-c3ccccc3)c2=O)cc1,12%,i,-2%,-33%,/,0.1%,-8%,-13%,-6
CC1CCCN(CCCNC(=O)C2CCN(S(=O)(=O)N3CCC4(CC3)OCCO4)CC2)C1 (stereo unspecified),?,i,-2%,/,?,-1.0%,-4%,1%,-6
COc1cc(CC2C(=O)OCC2C(=O)c2ccc3c(c2)OCO3)cc(OC)c1OC (stereo unspecified),-1%,?,-2%,3%,-5%,-0.5%,-2%,3%,27
Cc1ccc(S(=O)(=O)NC(C)(C)CN2CCC(Cc3ccccc3)CC2)cc1,?,i,-5%,-26%,-24%,-0.4%,18µM*,-26%,?
CCn1cc(/C=N/NC(=O)c2cc3c(ccc4ccccc43)o2)c2ccccc21,?,i,-10%,-16%,-28%,2.0%,0%,8%,?
Cc1cccc(Oc2nc3ccccn3c(=O)c2/C=C(\C#N)c2nc3ccccc3s2)c1C,/,i,-10%,11%,7%,0.6%,2%,-3%,/
Cc1csc(SCC(=O)Nc2cc(S(=O)(=O)N3CCOCC3)ccc2N2CCOCC2)n1,-1%,i,?,/,?,-1.0%,17%,1%,-9
COc1ccccc1N/C=C(\C#N)c1nc2ccccc2[nH]1,?,i,19%,/,21%,5.4%,-18%,-10%,16
COc1ccccc1C1CCN(c2ccc([N+](=O)[O-])c(OC)c2)CC1,-3%,i,-15%,35%,?,4.0%,?,-35%,/
COc1cc(CNc2ncnc3c2[nH]c2ccc(C)cc23)cc(OC)c1,?,i,-20%,/,15µM*,6.8%,?,-28%,?
Nn1c(SCC(=O)Nc2ccc3c(c2)OCO3)nnc1C(F)(F)F,0%,i,-3%,31%,-1%,0.4%,20%,29%,3
COc1cccc(C(=O)Nc2cccc(-c3cn4ccsc4n3)c2)c1OC,/,/,6%,/,/,5.0%,9%,-18%,/
Cn1c(SCC(=O)c2ccccc2F)nnc1C1CC1,-2%,i,2%,15%,1%,15%,9%,-11%,-7
O=C1OC(c2ccccc2)(c2ccccc2)c2ccccc21,?,i,13%,4%,?,0.2%,10%,-9%,-29
CCC1=NC(c2ccc(OC)cc2OC)N(O)C1(C)C (stereo unspecified),-31%[inhibitor],i,8%,0%,/,-0.7%,6%,-5%,2
Cc1c(NC(=O)c2cccc(NS(C)(=O)=O)c2)c(=O)n(-c2ccccc2)n1C,2%,i,1%,7%,0%,0.3%,3%,-20%,14
NC(=O)c1cc(-c2ccncc2)nc2ccc(Cl)cc12,0%,i,2%,-14%,-10%,5.8%,5%,-34%,-6
COc1ccc(OC)c(NC(=O)Nc2nnc(N3CCC(C)CC3)s2)c1,-6%,i,-1%,5%,20%,-0.1%,-9%,-7%,-6
COc1ccc(Nc2nc3c(c(=O)n(C)c(=O)n3C)n2CCO)cc1,-5%,i,5%,-6%,1%,?,1%,-1%,38
CCN(CC)C(=O)/C(=C\c1ccc(Br)cc1)NC(=O)c1ccccc1OC,21%,i,-7%,-3%,-26%,3.0%,-21%,-19%,9
COc1ccc(OC)c(C(=O)C(=O)c2cc(OC)ccc2OC)c1,8%,i,1%,-4%,-4%,0.8%,-1%,-9%,-2
Cc1c(C(=O)NC(C)C2CC3CCC2C3)cccc1[N+](=O)[O-] (stereo unspecified),5%,i,7%,-2%,0%,0.0%,-8%,-12%,22
O=C(NCc1cccs1)c1cccc(S(=O)(=O)N2CCCCC2)c1,1%,i,-2%,1%,4%,3.2%,0%,5%,-14
CN(C)C(=O)/C(=C/c1cn(-c2ccccc2)nc1-c1cccc([N+](=O)[O-])c1)NC(=O)c1ccccc1,13%,i,-1%,-17%,-24%,-0.3%,7%,-7%,-3
COc1ccc(N/N=C(/C(N)=O)C2=NC(C)(C)Cc3ccccc32)cc1,?,?,-24%,-35%,?,-0.3%,-4%,1%,-17
CCN(CC)c1ccc(C(=O)NCc2nc3cccnc3n2Cc2ccc(C)cc2)cc1,/,/,-5%,/,/,2.3%,?,-30%,/
O=C(/C=C/c1cccc(C(F)(F)F)c1)NNC(=O)c1ccncc1,5%,i,0%,-7%,1%,1.7%,3%,1%,-18
CCN(CC)Cc1c(NC(=O)c2ccc(OC)cc2)sc2c1CCCC2,/,/,-10%,/,?,17%,-55%,0%,/
Cc1ccc(CNC(=O)Cc2ccc(-c3ccccc3)cc2)cc1,?,?,-8%,0%,-3%,0.2%,-20%,-22%,74
Cn1c(=O)c2c(SCC(=O)c3ccccc3)nc(C3CC3)nc2n(C)c1=O,1%,i,-12%,-10%,-3%,-1.5%,-2%,-9%,47
